Bioassay records from PubChem.
PrPC TRFRET: inhibitors of human cell surface prion protein PrPC, primary screen, cell-based, TR-FRET. TR-FRET read-out. inhibition, % at 13.8 µM. 370,000 compounds, 0.43% hits; in the data active means inhibition above about 24%; further: 0% = median of the test wells and 100% = reference compound wells
FBA Mtb inh: Mtb FBA enzyme inhibitors, primary screen, biochemical, fluorescence, strain H37Rv | 360,000 compounds, 2.3% hits | purified M. tuberculosis FBA, fluorescence read-out | inhibition, % at 1 µM | Fructose-bisphosphate aldolase (Mycobacterium tuberculosis (strain ATCC 25618 / H37Rv)), …; in the data active means inhibition above about 27%;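 further: 0% = vehicle and 100% = reference inhibitor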
Target sequence (P9WQA3 whole entry, looked up): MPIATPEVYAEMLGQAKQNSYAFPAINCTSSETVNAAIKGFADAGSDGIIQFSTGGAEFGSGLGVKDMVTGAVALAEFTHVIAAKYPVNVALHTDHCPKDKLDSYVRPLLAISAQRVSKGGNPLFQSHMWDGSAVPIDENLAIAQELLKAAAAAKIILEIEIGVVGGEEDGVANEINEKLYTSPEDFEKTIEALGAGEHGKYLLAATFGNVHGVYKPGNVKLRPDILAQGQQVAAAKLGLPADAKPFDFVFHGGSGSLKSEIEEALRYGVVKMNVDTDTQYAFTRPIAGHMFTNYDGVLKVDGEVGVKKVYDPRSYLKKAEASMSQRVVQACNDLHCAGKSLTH
BoNT A protease: BoNT/A light chain protease inhibitors, primary screen, biochemical, flow cytometry, MLPCN library. multiplex microsphere protease substrate cleavage. 360,000 compounds, 0.17% hits. Botulinum neurotoxin type A light chain protease (Clostridium botulinum A str. ATCC 3502). inhibition, % at 10 µM; in the data active means inhibition above about 30%; inconclusive means no clear call, values can overlap the other calls; further: plate controls were buffer without enzyme for full effect and enzyme alone for no effect
Mtb UGM inh: M. tuberculosis UGM enzyme inhibitors, primary screen, biochemical, fluorescence polarization, single point | UDP-galactopyranose mutase (Mycobacterium tuberculosis (strain ATCC 25618 / H37Rv)), … | purified UGM, fluorescence polarization probe displacement | inhibition, % at 10 µM | 320,000 compounds, 0.06% hits | AID 504406, 2011; in the data active means inhibition above about 10%, passing the limit was not always enough; inconclusive means no clear call, values can overlap the other calls
Target sequence (P9WIQ1 whole entry, looked up): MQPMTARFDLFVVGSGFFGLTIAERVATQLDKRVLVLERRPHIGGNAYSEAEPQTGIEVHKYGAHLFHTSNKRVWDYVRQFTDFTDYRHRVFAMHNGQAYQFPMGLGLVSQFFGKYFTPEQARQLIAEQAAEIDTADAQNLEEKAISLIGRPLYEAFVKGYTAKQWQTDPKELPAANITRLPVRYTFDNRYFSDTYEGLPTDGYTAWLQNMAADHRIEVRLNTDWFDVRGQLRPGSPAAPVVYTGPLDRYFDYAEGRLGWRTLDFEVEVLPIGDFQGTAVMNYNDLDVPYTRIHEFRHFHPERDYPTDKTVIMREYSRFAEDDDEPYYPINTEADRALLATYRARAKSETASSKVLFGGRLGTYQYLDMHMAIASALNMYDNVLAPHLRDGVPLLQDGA
GDH-TPI counter: GDH-TPI coupling enzyme inhibitors, primary screen, artefact control for M. tuberculosis FBA inhibitor project, biochemical, absorbance, full deck; GDH-TPI coupled enzyme counterscreen, NADH absorbance; inhibition, % at 4.8 µM; 360,000 compounds, 1.2% hits;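 further: 0% = DMSO wells and 100% = wells lacking the enzyme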
BoNT-F LC inh: BoNT/F light chain protease inhibitors, primary screen, biochemical, flow cytometry, MLPCN library | Multiplex microsphere protease cleavage assay | inhibition, % at 10 µM | 360,000 compounds, 0.22% hits; in the data active means inhibition above about 35%, passing the limit was not always enough; inconclusive means no clear call, values can overlap the other calls; further: plate controls were buffer without enzyme for full effect and enzyme alone for no effect
FadD28 FP inh: inhibitors of FadD28 bisubstrate probe binding, primary screen, biochemical, fluorescence polarization, single point | Mycobacterium tuberculosis FadD28 fatty-acid-AMP ligase | inhibition, % at 12.5 µM | 360,000 compounds, 0.22% hits | AID 588549, 2011; in the data active means inhibition above about 8.5%, passing the limit was not always enough; inconclusive means no clear call, values can overlap the other calls
Mtb BioA inh: M. tuberculosis BioA enzyme inhibitors, primary screen, biochemical, plate reader, single point, HTS; purified M. tuberculosis BioA enzyme; inhibition, % at 9.99 µM; 360,000 compounds, 0.096% hits; in the data active means inhibition above about 40%; inconclusive means no clear call, values can overlap the other calls
CCHF vOTU inh: CCHFV vOTU protease inhibitors, primary screen, biochemical, Pep-AMC substrate, fluorescence | 370,000 compounds, 0.55% hits | inhibition, % at 11.5 µM | Crimean-Congo hemorrhagic fever virus L polyprotein viral ovarian tumor (vOTU) protease …; further: 0% = vehicle wells with enzyme and 100% = no enzyme wells
Starred values were filed as active, the others as inactive; ? = inconclusive; . = no result given. Unless noted, no stated cut-off is given here; in the data, active means inhibition above about 30%; inactive means the rest. Hits appear at their usual frequency. Share with any hit: about 4.8%.

SMILES | PrPC TRFRET | FBA Mtb inh | BoNT A protease | Mtb UGM inh | GDH-TPI counter | BoNT-F LC inh | FadD28 FP inh | Mtb BioA inh | CCHF vOTU inh
CNc1cccc(-c2ccccc2CO)n1 | 5.3 | 12.8 | 0.1 | . | -2.2 | 4.5 | -0.4 | -2.1 | 6.1
CC(C)C(=O)Nc1nnc(COc2ccc(Cl)cc2)s1 | 1.0 | -0.1 | -0.1 | -2.8 | -1.6 | -0.3 | 0.9 | . | 5.0
CCC(=O)Nc1cccc(C2=NOC3(C2)C[C@H](C(N)=O)N(C(=O)Cc2ccc([N+](=O)[O-])cc2)C3)c1 (some centres not stated) | -21.5 | 0.1 | -0.6 | -3.0 | 8.5 | -8.2 | -3.3 | 0.6 | 9.9
CCCCc1ccc(NC(=O)C2CCN(S(C)(=O)=O)CC2)cc1 | 0.8 | 1.1 | -0.4 | 0.6 | -2.2 | -2.4 | -0.4 | -2.4 | -11.3
O=C(O)CCn1cc(-c2ccc(Cl)cc2)nc1-c1ccncc1 | -7.6 | 2.4 | -0.2 | 0.5 | 13.4 | -5.3 | 0.2 | -1.3 | 2.4
Cc1c(Cl)cccc1NC(=O)CCN1CCCCC1 | 3.2 | 0.2 | -0.2 | 2.1 | -0.9 | 0.0 | -0.9 | 0.1 | -7.6
CC(=O)NN1C(=O)c2ccccc2NC1c1ccco1 (configuration not stated) | 5.5 | 32.4* | 0.2 | -0.3 | -1.6 | 6.6 | -1.1 | 0.9 | -50.2
Cc1ccc2c(c1)c1ncn(Cc3ccc(F)cc3)c(=O)c1n2C | 4.1 | 25.9 | 4.3 | 0.4 | 12.9 | ? | -2.0 | -1.9 | -19.9
CC1CCC(NC(=O)CCCn2sc3ccccc3c2=O)CC1 (configuration not stated) | 2.6 | -1.8 | -1.7 | -1.2 | -0.4 | 0.2 | -1.7 | -0.5 | 15.3
Cc1cc(NCCCn2ccnc2)n2nc(C)c(-c3ccc(Cl)cc3)c2n1 | 44.1* | 11.3 | -0.9 | 3.3 | 6.1 | -8.2 | -2.7 | 1.4 | 8.0
COc1ccc(OC)c2[nH]c(=O)c(CCNC(=O)c3cc4ccccc4o3)cc12 | -2.2 | 1.1 | -0.4 | -4.3 | 13.9 | -4.6 | -0.4 | 0.0 | 2.6
CCc1nc2ccccc2nc1N1CCN(S(=O)(=O)c2c(C)cc(Cl)cc2C)CC1 | -1.4 | 1.3 | -0.2 | -1.5 | 14.0 | -8.0 | -1.9 | -1.1 | -0.7
Cc1cc(C(F)(F)F)nn1CC(=O)N1CCOCC1 | -0.6 | 3.5 | -1.2 | 1.4 | 14.2 | -12.2 | -1.8 | 0.0 | 7.8
O=S(=O)(c1ccccc1F)N1CCN(CCOc2ccccc2)CC1 | -3.2 | -2.6 | . | -2.0 | 0.6 | . | -4.0 | 0.0 | 8.3
Cc1nn(-c2ccccc2)c(Cl)c1/C=N/NC(=O)c1ccnn1C | 4.5 | -1.2 | 2.0 | 0.2 | 3.5 | 4.7 | -3.8 | -0.4 | 9.2
CC1=NC(C)(C)Cc2c(C)cccc21 | -1.6 | 1.4 | -1.2 | -0.8 | -2.5 | -6.6 | 1.0 | -0.1 | 18.1
O=C(O)c1ccc(CNC(=O)c2ccccc2NC(=O)c2ccc([N+](=O)[O-])cc2)cc1 | -31.4 | 2.8 | 4.1 | 1.7 | 1.6 | 12.2 | -0.9 | . | -4.2
N#Cc1ccc(C(CC(=O)O)N2Cc3ccccc3C2=O)cc1 (configuration not stated) | 2.9 | -2.0 | -1.5 | 0.5 | -11.4 | 3.6 | -3.7 | -1.2 | -7.3
O=c1[nH]n(Cc2ccccc2)c(=O)c2ccccc12 | 7.2 | 1.5 | 0.5 | -0.4 | -2.4 | 5.0 | -1.9 | -2.1 | 3.4
O=C(CN1CCCc2ccccc21)NC(=O)NCc1ccccc1 | 6.9 | -2.2 | -0.3 | -0.4 | -12.3 | -5.7 | -1.0 | -0.7 | -5.0

One compound at a time (already shown):
Shown for Cc1cc(C(F)(F)F)nn1CC(=O)N1CCOCC1 → PrPC TRFRET: -0.6; FBA Mtb inh: 3.5; BoNT A protease: -1.2; Mtb UGM inh: 1.4; GDH-TPI counter: 14.2; BoNT-F LC inh: -12.2; FadD28 FP inh: -1.8; Mtb BioA inh: 0.0; CCHF vOTU inh: 7.8
Shown for Cc1nn(-c2ccccc2)c(Cl)c1/C=N/NC(=O)c1ccnn1C → PrPC TRFRET: 4.5; FBA Mtb inh: -1.2; BoNT A protease: 2.0; Mtb UGM inh: 0.2; GDH-TPI counter: 3.5; BoNT-F LC inh: 4.7; FadD28 FP inh: -3.8; Mtb BioA inh: -0.4; CCHF vOTU inh: 9.2

More results:
SMILES | PrPC TRFRET | FBA Mtb inh | BoNT A protease | Mtb UGM inh | GDH-TPI counter | BoNT-F LC inh | FadD28 FP inh | Mtb BioA inh | CCHF vOTU inh
CC12CCC3c4ccccc4CCC3(CO1)C2 (configuration not stated) | -3.5 | -0.8 | -0.3 | . | -1.3 | -1.0 | -3.0 | -0.4 | 1.2
Cc1nn(CC(=O)N2CCN(c3ccccc3)CC2)c(C)c1[N+](=O)[O-] | 0.7 | -2.0 | 0.0 | -1.1 | 0.8 | -9.2 | -1.5 | 9.8 | -11.7
CC(=O)N1CCc2c(sc3c2c(=O)n(-c2ccccc2)c(=O)n3Cc2ccccc2Cl)C1 | -2.4 | 0.3 | -1.2 | 0.7 | 2.3 | -2.9 | 2.5 | . | -9.1
COc1ccccc1-n1c(CNC(=O)c2ccco2)n[nH]c1=S | -2.7 | -2.5 | -0.6 | -1.9 | -0.7 | 2.8 | -3.1 | -0.1 | 5.4
COc1ccc(C)cc1NC(=O)CSc1ccc(-c2sc(C)nc2C)nn1 | 6.3 | -2.3 | -1.1 | 4.2 | 9.9 | -1.5 | 1.1 | 7.2 | 6.6
CC(=O)CSc1nnc(Cc2ccc3c(c2)OCO3)o1 | -5.5 | -2.2 | -0.3 | 0.7 | -13.2 | 6.4 | -1.7 | -1.5 | -5.9
COc1ccc(N(CC(=O)NCc2cccs2)S(=O)(=O)c2c(C)nn(C)c2C)cc1 | -0.5 | 1.8 | 0.0 | -0.9 | 5.3 | 7.2 | -2.0 | -1.0 | 2.0
CCc1ccc2cc(C)cc(C)c2n1 | 5.5 | 2.1 | 0.6 | . | . | 3.0 | 0.3 | -6.7 | 5.6
Cc1nc2ccccc2c(=O)n1/N=C/C=C/c1ccccc1 | -6.8 | 1.1 | -1.4 | 1.3 | 22.9 | ? | -0.6 | . | -11.9
COc1ccc(-c2csc(NC(=O)CCS(=O)(=O)c3ccccc3)n2)c(OC)c1 | 8.6 | 1.9 | -0.8 | 0.5 | 2.6 | -6.7 | -1.5 | . | 2.0
Cn1c(SCCS(=O)(=O)c2ccc(Cl)cc2)nnc1-c1ccccc1 | 6.3 | 1.8 | -0.5 | 0.9 | -3.9 | -1.4 | -4.9 | 1.9 | 17.8
CN(C)S(=O)(=O)c1ccc(Cl)c(NC(=O)COC(=O)C2CSC3(C)CCC(=O)N23)c1 (configuration not stated) | -3.8 | 0.6 | -0.3 | 2.7 | 7.7 | -5.8 | -0.2 | . | -14.2
CCNc1c(NCC)c(=O)c1=O | -7.0 | 4.0 | -0.3 | -3.0 | -1.5 | -6.1 | -0.2 | . | 0.0
CC1CC(NNC(=O)c2ccccc2)=Nc2ccccc2N1C (configuration not stated) | -5.2 | -0.2 | -0.5 | 2.3 | 2.2 | -9.5 | -5.0 | -0.7 | 6.2
COc1cccc(C(=O)N2N=C(c3cccc(OC)c3)CC2(O)C(F)(F)F)c1 (configuration not stated) | -3.4 | 2.0 | -0.1 | -2.0 | 1.9 | -2.7 | -4.1 | -1.2 | -5.4
NC(=O)C1CCN(C(=O)c2ccccc2SCC(=O)NCC2CCCCC2)CC1 | 1.6 | -0.4 | -1.3 | -2.8 | 0.3 | -5.7 | -0.6 | -0.1 | 11.9
CC1CN(c2nc3ccccc3nc2NS(=O)(=O)c2ccccc2)CC(C)O1 (configuration not stated) | -3.2 | 6.9 | -0.4 | -1.0 | 10.2 | -6.8 | -2.9 | -2.8 | -5.3
Cc1ccn2c(=O)nc(SCC(=O)Nc3cccc4ccccc34)nc2c1 | 4.0 | -0.8 | 0.6 | -1.0 | 5.0 | -7.6 | -3.5 | -0.3 | -1.1
Cc1cccc(N2C(=O)NC3(CCCCC3)C2=O)c1 | -0.6 | 1.7 | 0.3 | 1.5 | -9.5 | -0.1 | -0.8 | 0.5 | -5.4
O=c1c2c3n(c(=S)nc2[nH]n1-c1ccccc1)CCCCC3 | 0.3 | -7.1 | -0.1 | -1.6 | 12.0 | 9.5 | -2.3 | 0.6 | -2.4
Cc1cc(C)c2c(=O)[nH]c(SCC(=O)c3ccc(F)c(C)c3)nc2n1 | -4.2 | -0.7 | 0.0 | 0.9 | 0.0 | -2.8 | -1.9 | . | 6.8
Cc1ccc(Nc2nc(-c3ccc(S(=O)(=O)N4CCCC4)cc3)cs2)cc1C | . | 7.1 | -4.4 | -0.3 | 3.8 | -8.8 | -2.3 | . | .
COc1cccc(/C=N/Nc2ncc(C)c(=O)[nH]2)c1OC | 2.0 | 5.8 | 0.6 | 6.5 | 10.5 | 8.0 | 0.4 | -0.2 | -10.2
O=C(CSc1nc(Cc2ccccc2)nc2ccccc12)Nc1nc2c(s1)CCCC2 | 4.1 | -7.4 | 0.1 | -0.1 | 3.2 | 2.5 | -4.3 | -2.0 | -12.0
Cc1cc(C)cc(NC(=O)c2cc(C)nn2C)c1 | -3.5 | 0.3 | -0.9 | . | 3.3 | -3.7 | -1.4 | . | 4.7
CCN(CC)CCNC(=O)c1cc(Nc2ccc(OC)c(OC)c2)nc2ccccc12 | -16.3 | -0.8 | -3.6 | 3.7 | -3.5 | -51.9 | -3.7 | -2.2 | 1.8
CC(=O)Nc1ccc(NC(=O)Cn2c(=O)n(-c3ccc(C)cc3)c(=O)c3oc4ccccc4c32)cc1 | 6.4 | -2.2 | -0.8 | 6.8 | -6.2 | -5.2 | 1.5 | 0.7 | -4.5
CC(C)N(Cc1nc(-c2ccccc2)no1)C(=O)c1ccc([N+](=O)[O-])cc1 | 1.0 | -1.0 | -0.2 | -0.8 | 0.0 | -3.3 | -0.9 | . | 4.6
COC(=O)C1=C(C)NC(C)=C(C(=O)OC)C1C(=O)OCC(=O)NC1CCCCC1C (configuration not stated) | -7.0 | 2.3 | -0.6 | . | 7.1 | -1.3 | -4.4 | -1.0 | -15.8
COCCCN1Cc2ccccc2C1=N | -6.0 | -0.4 | 0.3 | -1.9 | 0.0 | 0.7 | -1.9 | 0.6 | -15.0
CCOc1ccc(N(CC(=O)Nc2ccc(Cl)cc2)S(C)(=O)=O)cc1 | 2.1 | -4.7 | -0.3 | . | 8.2 | -3.4 | -2.5 | -0.4 | 7.9
COc1cc(NC(=O)COC(=O)c2nc3nc(C)cc(C)n3n2)cc(OC)c1 | -3.7 | 0.7 | -0.6 | -0.8 | 2.1 | -1.3 | -2.4 | -0.3 | -0.8
NC(=O)NC(=O)COC(=O)CCCCCNS(=O)(=O)c1ccc2c(c1)OCCO2 | 4.8 | 1.6 | -0.5 | -1.1 | -10.6 | -15.0 | -1.1 | . | 9.3
Cc1ccc(C(=O)N2CCN(c3ccccn3)CC2)cc1Cl | -3.5 | -0.3 | -9.5 | 0.2 | -0.8 | -33.0 | -1.8 | 4.2 | -9.4
Cc1ccc(C)n1NC(=O)c1ccc(O)cc1 | 0.2 | 1.4 | 0.6 | 1.1 | 3.9 | -8.0 | -2.1 | 0.3 | 8.9
CN(C(=O)c1coc(=O)c2ccccc12)c1ccc(F)cc1 | 6.1 | 2.7 | -0.1 | 0.3 | 0.8 | -4.5 | -2.1 | -1.6 | 7.4
